# Glyco luc inh: N-linked glycosylation inhibition. D54 ERlucT glycosylation luciferase reporter, 24 h; percent of 100 nM tunicamycin response. reporter increase, % at 12.5 µM. 0.23% of 360,000 active;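 active means mean luciferase reporter signal, scaled so untreated is 0 and the glycosylation-blocking control 100, at or above a set limit in every replicate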;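 further: luciferase carries N-glycosylation sites so blocking glycosylation raises the light; 0% = median of neutral control wells and 100% = median of 100 nM tunicamycin wells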
# Exocytosis inh: lytic granule exocytosis inhibition; inhibition, % at 10 µM; 0.66% of 360,000 active; AID 651702; TALL-104 LAMP-1 surface exposure, flow cytometry; cells stimulated with thapsigargin and PMA;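 active means inhibition above about 55%, limit read from the data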
# NOD2 RIPK2 PPI: inhibitors of human NOD2-RIPK2 interaction; 0.38% of 360,000 active; O43353; inhibition, % at 4.98 µM; CHO BLA complementation NOD2-RIPK2, CCF4 ratio; in the data active means inhibition above about 21%;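 further: 0% = vehicle only and 100% = reference blocker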
# MC4R barr agon: human MC4R agonism via beta-arrestin; U2OS MC4R beta-arrestin complementation, luminescence; percent of melanotan II response, DMSO zero; 0.98% of 360,000 active; P32245; activation, % at 8.9 µM; AID 540308;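 active means activation above a per-plate cutoff, the mean activation of sample wells on that plate plus 3 SD, cut at about 8% in these data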
# MC4R antag cAMP: antagonists of human melanocortin 4 receptor (MC4R); inhibition, % at 6.5 µM; 0.48% of 360,000 active; MC4R-expressing cells, MTII-stimulated cAMP, LANCE TR-FRET; AID 540295;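 active means inhibition above its plate's cutoff, the mean of tested wells on that plate plus 3 SD, cut at about 29% in these data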;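 further: 0% = Melanotan II alone and 100% = Melanotan II plus saturating MCL0020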
#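 Assay system: human MC4R-expressing U2OS cells; reagent: Melanotan II stimulation of cells; dosing: 6.5 µM single dose; timing: compound 30 min, challenge 1 h, detection 1 h; signal: TR-FRET cAMP assay; replicates: one well per compound, no replicates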
# TLR9-MyD88 block: TLR9-MyD88 interaction inhibition. 0.21% of 340,000 active. CHO BLA complementation TLR9-MyD88, CCF4 FRET ratio. Q9NR96+Q99836. inhibition, % at 4.98 µM. AID 504734;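 active means inhibition above the mean over all tested compounds plus 3 SD, cut at about 21% in these data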;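 further: 0% = DMSO only wells and 100% = clavulanate BLA inhibitor control wells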
# aDG glyco act: alpha-DG glycosylation activation. Pro5-aDG cells, alpha-DG glycosylation AlphaScreen (IIH6); 0% Pro5, 100% B10-LARGE cell signal. activation, % at 10 µM. 0.22% of 360,000 active. AID 624168;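 active means activation of at least 8% versus controls, or a plate z-score of at least 8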;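 further: Pro5 are CHO cells carrying HIG-tagged alpha-DG that lacks glycosylation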
# ABHD5 PLIN5 PPI: ABHD5-PLIN5 protein interaction inhibition. Split G. princeps luciferase complementation, luminescence, 4 h. inhibition, % at 4 µM. 0.78% of 360,000 active. AID 602281;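 active means inhibition above the mean inhibition across every tested compound plus 3 SD, cut at about 22% in these data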;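 further: 0% = DMSO only wells and the 100% control is not disclosed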
# Target sequence (Q00G26 whole entry, looked up): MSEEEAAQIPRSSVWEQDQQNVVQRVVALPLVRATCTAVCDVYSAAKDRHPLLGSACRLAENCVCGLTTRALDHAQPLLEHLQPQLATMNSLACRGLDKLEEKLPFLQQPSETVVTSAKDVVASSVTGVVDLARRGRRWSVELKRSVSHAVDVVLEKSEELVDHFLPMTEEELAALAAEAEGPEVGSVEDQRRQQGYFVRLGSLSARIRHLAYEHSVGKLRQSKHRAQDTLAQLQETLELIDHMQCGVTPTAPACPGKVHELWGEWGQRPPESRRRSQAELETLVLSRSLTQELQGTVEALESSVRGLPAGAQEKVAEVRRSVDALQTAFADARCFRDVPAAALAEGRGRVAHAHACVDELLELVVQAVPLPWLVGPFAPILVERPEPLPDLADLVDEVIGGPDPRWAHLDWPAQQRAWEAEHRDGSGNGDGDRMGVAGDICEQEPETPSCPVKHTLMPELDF
# Target sequence (Q8WTS1 whole entry, looked up): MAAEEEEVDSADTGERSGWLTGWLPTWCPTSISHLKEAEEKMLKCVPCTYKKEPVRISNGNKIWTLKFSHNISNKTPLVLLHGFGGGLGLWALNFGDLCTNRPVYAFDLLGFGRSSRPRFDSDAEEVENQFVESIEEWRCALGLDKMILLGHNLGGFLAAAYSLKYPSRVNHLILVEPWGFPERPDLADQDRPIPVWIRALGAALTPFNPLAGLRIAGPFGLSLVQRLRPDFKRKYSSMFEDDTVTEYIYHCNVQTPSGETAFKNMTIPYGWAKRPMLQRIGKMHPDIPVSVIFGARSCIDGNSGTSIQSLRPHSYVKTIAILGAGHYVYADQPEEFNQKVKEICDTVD
# Vif imaging: HIV Vif inhibition. HEK293T cells, Vif self-association by quenched fluorescence, imaging, 24 h. 0.35% of 340,000 active. inhibition, % at 7.49 µM; in the data active means inhibition above about 50%, passing the limit was not always enough; further: some results filed as inactive read as strong as hits
# ABCB6 inh MLPCN: inhibitors of human ABC transporter ABCB6 | 0.19% of 360,000 active | K562-ABCB6 porphyrin accumulation, flow cytometry, 1 h; active compounds read low | Q9NP58 | fluorescence ratio to DMSO, % at 10 µM | AID 602162;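 active means fluorescence ratio to DMSO below 75%, the collection mean minus 3 SD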;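 further: signal is porphyrin accumulated inside mitochondria; 100% equals median channel fluorescence of DMSO control wells; lower ratio means ABCB6 inhibition with less porphyrin fluorescence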
# * marks the source's active call; other numbers are inactive results; . = not tested or not shown. These rows are one share of the data, so the mix of outcomes need not match the whole.
SMILES,Glyco luc inh,Exocytosis inh,NOD2 RIPK2 PPI,MC4R barr agon,MC4R antag cAMP,TLR9-MyD88 block,aDG glyco act,ABHD5 PLIN5 PPI,Vif imaging,ABCB6 inh MLPCN
CCOc1ccc(N2CC(C(=O)Nc3cccc(C)c3C)CC2=O)cc1 (configuration not stated),1,0,-3,-0.1,5,2,0.0,4,.,83
CCOc1ccc(N2C(=O)CC(Sc3nc(C)cc(C)c3C#N)C2=O)cc1 (configuration not stated),0,-1,-16,4.6,-8,-3,3.7,2,-5,83
CCCOC(=O)C1=C(C)N(C)C(=O)NC1c1cc2c(cc1Br)OCO2 (configuration not stated),-2,3,-4,0.1,-5,6,-0.2,4,-4,98
COc1ccc(Cn2c(-c3ccco3)nc3c(c(=O)c4ccccc4n3C)c2=O)cc1,-4,6,-7,0.9,7,5,-0.2,15,-8,101
Cc1cc(OCc2cc(C(=O)N3CCC(Oc4cccnc4)CC3)no2)cc(C)c1Cl,0,16,-5,-1.5,8,-2,1.2,3,-6,88
Cc1ccnc(NC(=O)c2cccc(OC(F)F)c2)n1,4,5,-3,-1.4,-2,3,0.3,1,0,94
O=C(NCc1ccco1)c1ccc(F)c(S(=O)(=O)N2CCCCC2)c1,-1,0,-9,-1.3,6,2,0.8,2,7,98
CC1(c2ccc(Cl)cc2Cl)NC(=O)N(CC(=O)Nc2ccc3[nH]c(=O)[nH]c3c2)C1=O (configuration not stated),2,-6,-4,-3.3,7,-1,-0.2,0,-2,100
CCOc1ccc(S(=O)(=O)N2CCCC(C(=O)Nc3cccc(C)c3)C2)cc1 (configuration not stated),-2,63*,-9,-2.0,3,-4,0.4,-14,-2,92
COc1cc(NC(=O)c2cccs2)c(OC)cc1NC(=O)CCC(=O)Nc1ccc(C)cc1,0,-5,0,13*,12,0,-0.1,2,-2,103
Cc1ccc(NC(=O)C(C)OC(=O)Cn2[nH]c(=O)c3ccccc3c2=O)cc1 (configuration not stated),-1,-12,5,-1.7,3,-5,0.9,-7,13,100
O=c1cc(CN2CCC(Cc3ccccc3)CC2)nc2sccn12,-3,4,-12,-3.3,-8,10,0.4,2,-5,104
CC(=O)C1=C(C)NC(=O)CC1c1ccc(F)cc1 (configuration not stated),2,4,0,-2.8,7,3,-0.3,-8,-7,97
COC(=O)c1ccc(N2C(=O)CC(N3CCC(O)(c4ccc(Br)cc4)CC3)C2=O)cc1 (configuration not stated),0,3,-5,-2.9,6,-13,-0.1,1,-11,90
Cc1cc(OCCN2CCCC2)ccc1C(C)C,-1,5,1,0.6,2,-9,-0.1,5,15,104
Cc1scc(-c2n[nH]c(=S)n2Cc2ccccc2)c1C,0,3,-6,-2.0,-2,0,0.1,0,20,97
COc1ccc2[nH]c(=O)c(CN(Cc3cccs3)C(=S)NCC3CCCO3)cc2c1 (configuration not stated),-3,1,-4,-0.5,2,1,0.0,-6,-5,94
CN(CCc1ccccc1)C(=O)c1cc(COc2ccc(F)cc2Cl)on1,0,-3,6,2.9,2,-12,0.4,-8,-9,99
CCCC(=O)N1CCCC(c2cc(C(=O)Nc3ccccc3)no2)C1 (configuration not stated),-17,-2,-1,-2.3,5,.,0.0,-10,2,90
COc1cc(C(=O)NCCC(=O)N2CCCCC2)cc(OC)c1OC,2,0,-16,-1.7,-1,-4,-0.1,1,.,87
Cc1ccccc1-c1nc(CN2CCN(C(=O)c3ccco3)CC2)c(C)o1,0,2,-17,-4.6,5,-3,0.0,-1,6,98
Nc1ccc2c(c1)C(=O)c1ccccc1-2,2,-2,-1,0.0,-13,0,0.0,-7,-3,94
Cc1ccccc1OCc1nnc(SCC(=O)NCc2ccco2)n1C,1,1,5,-3.6,23,1,0.2,1,1,106
COc1ccccc1C=Cc1ccnc2ccccc12,-3,-17,10,-0.5,7,-3,0.2,4,16,101

# Ordered by the number under aDG glyco act (smallest number first): 3 from the list above
SMILES,Glyco luc inh,Exocytosis inh,NOD2 RIPK2 PPI,MC4R barr agon,MC4R antag cAMP,TLR9-MyD88 block,aDG glyco act,ABHD5 PLIN5 PPI,Vif imaging,ABCB6 inh MLPCN
Cc1scc(-c2n[nH]c(=S)n2Cc2ccccc2)c1C,0,3,-6,-2.0,-2,0,0.1,0,20,97
COc1ccccc1C=Cc1ccnc2ccccc12,-3,-17,10,-0.5,7,-3,0.2,4,16,101
Cc1ccnc(NC(=O)c2cccc(OC(F)F)c2)n1,4,5,-3,-1.4,-2,3,0.3,1,0,94

# New compounds follow:
SMILES,Glyco luc inh,Exocytosis inh,NOD2 RIPK2 PPI,MC4R barr agon,MC4R antag cAMP,TLR9-MyD88 block,aDG glyco act,ABHD5 PLIN5 PPI,Vif imaging,ABCB6 inh MLPCN
O=C(NNC(=S)Nc1ccccc1)C1CC1,1,6,-7,-0.6,16,-8,0.0,-1,3,93
CCOC(=O)c1cc(C(=O)c2cc(Br)ccc2O)coc1=N,0,0,-1,-2.9,2,-1,-0.2,0,1,112
O=C(Nc1cccc(NC(=O)C2CC3CCCC(C2)C3=O)n1)C1CC2CCCC(C1)C2=O (configuration not stated),-1,-2,-13,-1.8,7,-1,-0.2,-3,5,95
O=c1[nH]c2ccc(S(=O)(=O)NCCO)cc2[nH]1,0,-6,2,-0.6,11,8,-0.4,-2,13,96
COc1ccccc1CNC(=O)COC(=O)CSc1ccc(C)c(C)c1,1,11,-5,-2.0,6,-11,-0.2,-3,1,96
CSCCC(NS(=O)(=O)c1ccc(C)cc1)C(=O)N1CC=C(c2ccccc2)CC1 (configuration not stated),0,3,-6,7.4,1,-14,0.1,-3,4,97
Cc1cc(C)n(-c2ncc3c(n2)N(CCO)CCOC3=O)n1,1,-2,-6,0.0,19,-6,0.0,-5,-9,98
COC(=O)C1=C(C)NC(C)=C(C(=O)OC)C1C(=O)OCc1nc2cc(C(=O)OC)ccc2c(=O)[nH]1,2,-2,5,-3.9,-6,-2,0.0,4,-6,100
S=C1NC2(CCCCC2)Cc2ccccc21,0,-2,-4,-1.4,3,3,0.1,-5,2,100
CC1CCCCN1c1cc(C#N)c(C#N)cc1[N+](=O)[O-] (configuration not stated),0,6,-2,0.2,-2,-3,0.1,0,2,100
O=C(CCCn1c(=O)oc2ccccc21)Nc1cccnc1,1,-2,-5,-0.3,2,-1,0.6,-3,25,102
CCCCNCC1CCCO1 (configuration not stated),0,-7,1,-1.4,14,0,-0.1,0,-4,100
Cc1ccsc1CN(C(=O)c1ccccc1)C1CCS(=O)(=O)C1 (configuration not stated),0,0,-8,-2.0,6,-2,0.0,0,-1,100
COC(=O)c1cc[n+](CC(=O)c2ccccc2)cc1,4,2,-8,-0.9,2,-3,-0.1,4,.,105
CCCn1nc(C(=O)OCn2nnc3ccccc3c2=O)c2ccccc2c1=O,1,3,-11,-0.9,12,-1,-0.1,-3,-6,99
CN1CCN(/N=C/c2ccc(Cl)c(Cl)c2)CC1,-1,-2,-3,0.7,7,-6,0.4,9,4,95
COc1ccc(C(=O)NCc2ccc3c(c2)CCO3)cc1,0,4,4,0.0,14,-3,0.6,2,6,95
CNC(=O)CSc1nnnn1CCCOC,2,0,0,-2.9,3,-1,0.1,4,3,101
Cc1cccc(C)c1N(Cc1ccccc1F)S(C)(=O)=O,0,-2,-2,0.9,2,.,-0.1,-7,-6,100
Oc1cc(-n2cccn2)c(O)cc1-n1cccn1,0,-25,12,-2.8,5,-1,0.1,4,-6,130
CCN(CC)c1ccc(NC(=O)c2ccc(Br)o2)c(C)c1,0,-7,4,-0.6,-5,2,0.2,-4,10,99
CCOC(=O)/C=C/C(=O)Nc1ccccc1-c1ccccc1NC(=O)/C=C/C(=O)OCC,19,33,-4,-1.1,0,-7,-0.4,9,2,98
Cc1cccc(CSc2cn(CC(=O)N3CCOCC3)c3ccccc23)c1,-3,-2,3,-1.9,5,-6,0.0,-2,-11,90
COc1nc(C)ccc1-c1noc(-c2cccs2)n1,-10,0,-14,3.3,-1,.,-0.1,7,-1,93
O=C(COc1ccc(C(=O)c2ccc(F)cc2)cc1)Nc1cccc(S(=O)(=O)N2CCOCC2)c1,4,-8,2,-2.7,12,5,0.2,-3,-5,95
O=C(c1ccco1)N1CCN(Cc2cc(=O)oc3cc(O)ccc23)CC1,-3,4,-3,0.4,2,-1,0.5,4,7,97
COc1cccc(CN2C(=NC(=O)C3CCCO3)SC3CS(=O)(=O)CC32)c1 (configuration not stated),1,-2,6,-0.6,6,-7,-0.1,4,-2,88
Cc1ccc(NC(=O)c2cc(=O)[nH]c3ccccc23)cc1,0,3,-14,0.9,-6,-7,0.0,2,-1,95
COc1ccc(NC(=O)c2cccc3cccnc23)cc1S(N)(=O)=O,4,1,-14,0.7,8,5,0.0,2,-2,98
O=C(CSc1nnc(NC(=O)c2ccco2)s1)Nc1ccccc1F,1,0,-6,0.0,22,2,-0.4,7,23,99
CS(=O)(=O)N1CCN(C(=O)c2cc(-c3cccs3)nc3ccccc23)CC1,0,-2,-5,-0.1,-5,3,-0.1,5,-6,97
COc1ccc(CCC(=O)N(c2nnc(-c3cccnc3)s2)C(C)C)cc1,-2,-2,-11,-1.4,-2,5,0.1,-1,1,98
Cc1ccc(-c2nn(CC(=O)N(C)C)c(=O)c3ccccc23)cc1S(=O)(=O)N(C)C,2,-2,-13,0.9,2,-11,-0.2,13,9,100
COc1ccccc1N(CC(=O)NCCSc1ccc(Cl)cc1)S(C)(=O)=O,-2,-4,-19,-0.4,12,0,-0.2,0,3,98
NC(=O)c1ccccc1NC(=O)c1cc(S(=O)(=O)N2CCCCC2)ccc1N1CCOCC1,0,2,4,-1.9,2,7,0.1,-5,8,92
Cc1ccccc1OCc1ccc(C(=O)N2CC(C)OC(C)C2)o1 (configuration not stated),2,-15,-6,-1.9,13,-9,-0.1,4,-23,81
O=c1ccc(Cc2ccc(Cl)cc2)n[nH]1,1,0,-3,3.3,0,10,0.4,9,0,98
Nc1cccc(S(=O)(=O)NC2=NCCC2)c1,-1,-2,-4,-1.8,12,7,0.0,-7,28,94
CCS(=O)(=O)c1ccc2oc(Nc3cc(Cl)ccc3OC)nc2c1,7,25,-1,1.4,-4,-4,0.1,2,-4,101
COc1ccccc1C(=O)NCCC(=O)NCC(c1ccco1)N1CCCC1 (configuration not stated),0,-3,-8,-0.4,2,-4,0.0,-3,6,93
Cc1ccc(S(=O)(=O)N2CCC(=O)N([C@H](COCc3ccc(Cl)cc3Cl)Cc3ccccc3)CC2)cc1,.,0,-1,.,.,.,0.1,-1,.,97
CCC1CCCCN1CCCNC(=O)c1cn(CC)c2ccc(S(=O)(=O)N3CCc4ccccc4C3)cc2c1=O (configuration not stated),-1,-4,-3,-1.4,-2,-1,9.1*,0,8,88
CN1CCN(c2ccccc2NC(=O)c2ccc(OCc3ccccc3)cc2)CC1,-1,8,11,0.6,-3,-17,1.2,20,.,98
O=C(c1ccccc1)c1ccc(OCCCN2CCCCC2)cc1,-1,-3,14,2.7,-7,3,0.6,-4,.,104

# High-throughput results: PubChem, several laboratories
